# Source: PubChem BioAssay
# CaV13 ICDI inh: Primary screen for inhibitors of IQ motif and Ca2+-dependent inactivation inhibitor domain binding in CACNA1D, Förster resonance energy transfer in living cells, … | HEK cells, CFP/YFP FRET ICDI-IQ, plate reader, 10 min; percent FRET-ratio fall versus neutral wells | inhibition, % at 12.3 µM | hit rate 0.098% among 340,000 | AID 743397;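 active = mean replicate inhibition of at least 30% and at least 1% of replicates passing that level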;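 note: 0% = median of the neutral control wells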
# H9c2 protect: myocardial damage modulation in H9c2 cells; AID 588492; protection from H2O2 cell death, % at 20 µM; H9c2 cardiomyocytes, H2O2 injury protection, ATPLite, 2 h; hit rate 0.63% among 360,000;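 active = compounds giving at least 50% protection of heart cells from peroxide-induced death in the single-dose screen, raw or plate-pattern-corrected value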;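 note: 0% = DMSO wells with peroxide and 100% = DMSO wells without peroxide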
# MC4R ag barr: activates human MC4R beta-arrestin recruitment; activation, % at 8.9 µM; P32245; U2OS MC4R beta-arrestin complementation, luminescence; percent of melanotan II response, DMSO zero; AID 540308; hit rate 0.98% among 360,000;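 active = activation above a per-plate cutoff, the mean activation of sample wells on that plate plus 3 SD, cut at about 8% in these data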
# PDI turbidity: inhibitors of human protein disulfide isomerase | hit rate 0.052% among 350,000 | PDI insulin aggregation turbidity, A650, 90 min | inhibition, % at 10 µM;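 active = mean inhibition across replicates of 30% or more, whatever share of single replicates reach that level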;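 note: absorbance from insulin aggregation driven by PDI reduction with DTT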
# Target sequence (P07237 whole entry, looked up): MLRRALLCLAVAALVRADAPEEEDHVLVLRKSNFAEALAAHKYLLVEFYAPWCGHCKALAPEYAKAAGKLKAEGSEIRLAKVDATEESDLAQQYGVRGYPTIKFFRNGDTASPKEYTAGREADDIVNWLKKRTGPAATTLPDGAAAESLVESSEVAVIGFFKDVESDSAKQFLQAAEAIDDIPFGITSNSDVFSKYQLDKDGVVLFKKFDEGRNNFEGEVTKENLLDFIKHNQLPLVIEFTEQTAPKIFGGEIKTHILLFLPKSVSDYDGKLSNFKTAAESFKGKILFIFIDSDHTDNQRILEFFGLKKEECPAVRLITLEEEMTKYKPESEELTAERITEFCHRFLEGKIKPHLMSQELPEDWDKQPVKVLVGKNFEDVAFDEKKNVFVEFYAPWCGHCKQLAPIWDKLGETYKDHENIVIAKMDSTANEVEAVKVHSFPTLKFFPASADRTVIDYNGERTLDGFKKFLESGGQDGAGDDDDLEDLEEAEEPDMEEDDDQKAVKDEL
# Exocytosis inh: blocks lytic granule exocytosis; TALL-104 LAMP-1 surface exposure, flow cytometry; cells stimulated with thapsigargin and PMA; inhibition, % at 10 µM; hit rate 0.66% among 360,000;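 active = inhibition above about 55%, limit read from the data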
# ABCB6 inh MLPCN: inhibitors of human ABC transporter ABCB6. Q9NP58. K562-ABCB6 porphyrin accumulation, flow cytometry, 1 h; stronger effect = lower value. fluorescence ratio to DMSO, % at 10 µM. hit rate 0.19% among 360,000. AID 602162;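 active = fluorescence ratio to DMSO below 75%, the collection mean minus 3 SD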;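 note: signal is porphyrin accumulated inside mitochondria; 100% equals median channel fluorescence of DMSO control wells; lower ratio means ABCB6 inhibition with less porphyrin fluorescence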
# m5-HT2A agonist: activates the mouse 5-HT2A serotonin receptor | P35363 | CHO-K1 mHTR2A beta-arrestin complementation, luminescence; percent of 30 µM serotonin response | activation, % at 7.6 µM | hit rate 0.66% among 360,000 | AID 624169;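 active = activation above a run cutoff, the mean activation of all tested compounds plus 3 SD, cut at about 14% in these data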;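 note: 0% = plate median of compound wells and 100% = 30 µM serotonin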
# Target sequence (P35363 whole entry, looked up): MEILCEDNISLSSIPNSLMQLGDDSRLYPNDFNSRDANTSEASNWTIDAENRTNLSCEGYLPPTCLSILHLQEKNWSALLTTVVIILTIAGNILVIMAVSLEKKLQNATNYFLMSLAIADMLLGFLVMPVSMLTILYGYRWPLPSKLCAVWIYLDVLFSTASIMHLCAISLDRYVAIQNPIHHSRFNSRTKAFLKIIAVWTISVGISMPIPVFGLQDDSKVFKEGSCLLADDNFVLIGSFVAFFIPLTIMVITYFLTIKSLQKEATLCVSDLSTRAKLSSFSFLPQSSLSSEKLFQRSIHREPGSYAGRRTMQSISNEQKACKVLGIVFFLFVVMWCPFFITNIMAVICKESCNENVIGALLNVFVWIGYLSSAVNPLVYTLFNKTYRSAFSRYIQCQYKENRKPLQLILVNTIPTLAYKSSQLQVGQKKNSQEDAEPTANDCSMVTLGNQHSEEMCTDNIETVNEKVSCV
# ABHD5 PLIN5 PPI: ABHD5-PLIN5 protein interaction inhibition | Q00G26+Q8WTS1 | inhibition, % at 4 µM | AID 602281 | Split G. princeps luciferase complementation, luminescence, 4 h | hit rate 0.78% among 360,000;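 active = inhibition above the mean inhibition across every tested compound plus 3 SD, cut at about 22% in these data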;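 note: 0% = DMSO only wells and the 100% control is not disclosed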
# MC4R antagonist: blocks human MC4R cAMP signaling; P32245; MC4R-expressing cells, MTII-stimulated cAMP, LANCE TR-FRET; inhibition, % at 6.5 µM; hit rate 0.48% among 360,000; AID 540295;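 active = inhibition above its plate's cutoff, the mean of tested wells on that plate plus 3 SD, cut at about 29% in these data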;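 note: 0% = Melanotan II alone and 100% = Melanotan II plus saturating MCL0020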
#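 System: U2OS cells stably expressing human melanocortin 4 receptor (MC4R). Reagent: Melanotan II challenge after compound preincubation. Doses: 6.5 µM. Times: 30-min compound, 1-h challenge, 1-h detection, room temperature. Measured by: TR-FRET with Eu-cAMP and labeled anti-cAMP, 671 nm. Replicates: singlicate.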
# Glyco luc inh: blocks N-linked glycosylation in D54 reporter cells; D54 ERlucT glycosylation luciferase reporter, 24 h; percent of 100 nM tunicamycin response; reporter increase, % at 12.5 µM; hit rate 0.23% among 360,000;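 active = mean luciferase reporter signal, scaled so untreated is 0 and the glycosylation-blocking control 100, at or above a set limit in every replicate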;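 note: luciferase carries N-glycosylation sites so blocking glycosylation raises the light; 0% = median of neutral control wells and 100% = median of 100 nM tunicamycin wells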
# * hit, by the source's call; . = not tested or not shown.
1) COc1cc(C(=O)NCC(=O)Nc2ccc(F)c(F)c2)ccc1OCC(=O)N1CCOCC1
2) COc1ccc(Br)cc1C(=O)Nc1cccc(C)c1C
3) CCC1Oc2ccccc2N(CC(=O)N2CCOCC2)C1=O (centres undefined)
4) CCNC(=O)C1(C)CCN(C(=O)c2cc(C)oc2C)C1 (centres undefined)
5) O=C(Cn1c(N2CCN(c3ccccc3)CC2)nc2ccccc21)c1ccccc1
6) O=C(Cn1ccc2ccccc2c1=O)NCC(=O)N1CCN(c2ccccc2F)CC1
7) O=C(NCc1ccco1)c1cccc(N2CCCC2=O)c1
8) COc1ccc(CSc2nnnn2-c2ccc(C(N)=O)cc2)cc1[N+](=O)[O-]
9) CCOC(=O)[C@H]1[C@H]2COc3ccc(C)cc3[C@@H]2N2C(=O)[C@@H](CO)NC(=O)[C@@]12C
10) COc1ccc(C=CC(C)=NNC(=O)c2ccncc2)cc1

Compound	1	2	3	4	5	6	7	8	9	10
CaV13 ICDI inh	-5.7	-5.2	-5.5	-10.8	-2.1	-1.8	.	-1.9	-5.0	-4.5
H9c2 protect	2.0	3.2	-3.4	0.4	1.6	-0.8	-6.4	3.7	9.2	4.5
MC4R ag barr	1.1	6.5	-1.8	-0.1	-2.0	-0.5	-0.7	-2.1	-0.7	-0.6
PDI turbidity	2.1	0.9	-17.4	-8.0	-0.2	-11.8	6.4	7.6	-3.9	3.7
Exocytosis inh	-2.0	-0.2	21.2	0.6	9.6	-1.7	-6.7	3.1	-9.3	-1.7
ABCB6 inh MLPCN	105.0	93.0	102.0	100.0	96.0	162.0	97.0	89.0	95.0	96.0
m5-HT2A agonist	3.1	2.8	1.6	1.0	-1.3	2.1	12.0	0.3	4.7	-1.4
ABHD5 PLIN5 PPI	7.1	-1.5	-2.3	3.4	0.3	6.0	5.0	-4.6	0.1	-5.2
MC4R antagonist	-2.7	2.0	-0.4	-1.7	5.2	0.5	1.3	4.9	5.0	-0.2
Glyco luc inh	1.2	2.6	-0.5	1.6	1.9	0.1	0.7	-0.5	3.9	0.8

11) O=C(Nc1cc2c(cc1C(=O)O)OCCCO2)c1ccc(C(F)(F)F)cc1
12) COc1ccc(Nc2ncc(C(=O)O)c3ccccc23)cc1
13) NC(Cc1ccc2nonc2c1)C(=O)O (centres undefined)
14) O=[N+]([O-])c1ccc(C2Nc3cccc4cccc(c34)N2)cc1
15) O=C(CCCc1nc(-c2ccccc2)no1)N1CCOCC1
16) COC(=O)NNC(=O)COc1cc(C)ccc1C
17) COC(=O)NNS(=O)(=O)c1ccc(C)cc1
18) CCCn1c(N)c(N(C)C)c(=O)n(CC(=O)Nc2ccc(OC(F)(F)F)cc2)c1=O
19) COc1ccccc1C1C([N+](=O)[O-])=CC([N+](=O)[O-])=CN1C (centres undefined)
20) O=C(c1cnc2ccccc2n1)N1CCN(c2ccc(C(F)(F)F)cn2)CC1

Compound	11	12	13	14	15	16	17	18	19	20
CaV13 ICDI inh	-4.1	-8.4	.	-3.1	.	-18.7	-4.4	.	-4.1	-3.7
H9c2 protect	-2.0	1.8	-3.5	2.1	-1.3	4.2	3.6	-1.7	8.8	-3.7
MC4R ag barr	-1.3	-2.0	-1.0	-2.4	-1.5	0.0	-0.9	0.4	-1.5	4.2
PDI turbidity	8.1	7.9	-13.3	-3.7	0.0	0.3	-6.8	-11.4	-3.9	-2.5
Exocytosis inh	7.9	3.2	-2.1	-1.0	0.3	2.3	-2.3	-3.3	-3.3	2.4
ABCB6 inh MLPCN	100.0	96.0	100.0	102.0	106.0	102.0	99.0	87.0	98.0	108.0
m5-HT2A agonist	-1.5	-0.6	4.4	3.8	-0.4	-1.3	1.4	-1.1	-0.6	-0.4
ABHD5 PLIN5 PPI	-0.1	0.9	-3.2	1.2	-0.5	-3.2	0.3	-1.1	2.9	-4.0
MC4R antagonist	4.4	-3.8	-4.9	1.6	-3.6	21.4	17.2	10.5	5.5	18.0
Glyco luc inh	4.0	2.4	0.8	3.1	2.1	4.8	2.6	4.3	-1.5	3.9

21) CCOC(=O)C1(CC2CCCCO2)CCN(C(=O)Nc2ccc(C(=O)OC)cc2)CC1 (centres undefined)
22) O=C(NCCCN1CCCCC1)C1CCN(c2ncnc3c2nc2n3CCCCC2)CC1
23) N/C(=N\OC(=O)c1cccc(F)c1)c1ccccn1
24) O=C(c1ccc(N2CCCCS2(=O)=O)cc1)N1CCN(c2ccc(N3CCOCC3)nn2)CC1
25) Cc1cccc(NCc2ccc(O)c3ncccc23)c1C
26) CN(C)CCN=Cc1c(O)n(Cc2ccccc2)c(=O)c2ccccc12
27) Cc1nonc1NC(=O)CSc1nc2ccccc2[nH]1
28) CN(C)Cc1c(C(=O)N/N=C/C=C/c2ccccc2)nnn1-c1nonc1N
29) CCCCNC(=O)COC(=O)c1ccccc1F
30) COc1ccc(SCc2noc(C(=O)NC(C)C)c2C(=O)O)cc1

Compound	21	22	23	24	25	26	27	28	29	30
CaV13 ICDI inh	0.3	-2.6	-4.8	-5.5	-4.8	4.9	-15.4	-3.0	-2.9	-10.5
H9c2 protect	-8.4	0.0	-14.3	5.1	43.0	29.5	-1.0	-2.2	0.9	5.8
MC4R ag barr	-0.2	-1.1	-3.0	1.2	1.0	-0.7	-0.3	-3.0	1.1	-2.2
PDI turbidity	-3.3	-2.6	3.0	-1.2	6.4	0.5	8.8	-10.4	-1.4	4.5
Exocytosis inh	-2.0	-1.8	-1.7	-3.0	3.9	3.9	-1.0	14.5	-2.4	-2.1
ABCB6 inh MLPCN	101.0	95.0	103.0	99.0	103.0	98.0	90.0	96.0	92.0	101.0
m5-HT2A agonist	4.9	-1.2	11.1	-0.5	-0.7	-4.8	-4.5	5.7	-1.8	-1.3
ABHD5 PLIN5 PPI	6.5	-5.4	-8.5	2.5	3.3	3.4	8.8	-4.6	1.3	1.6
MC4R antagonist	0.0	9.5	7.8	17.9	21.3	3.0	0.3	-7.5	2.4	4.6
Glyco luc inh	2.6	-1.6	-18.7	0.2	-4.6	0.1	2.1	-0.4	-0.2	1.3

31) COC(=O)c1c(O)cc(C(C)(C)C)n(-c2ccc(F)cc2)c1=O
32) O=C(CSc1ncccc1C(=O)O)NCCC1=CCCCC1
33) CC(=O)Nc1ccc(NS(=O)(=O)c2ccc3c(c2)oc(=O)n3C)cc1
34) CCOC(=O)c1sc(=NC(=O)CCS(=O)(=O)c2ccccc2)n(C)c1C
35) Cc1nnc(Sc2c(N)n(C)c(=O)n(C)c2=O)s1
36) CC(=O)c1c(C(C)=O)c(C)n(C(c2ccccc2)c2ccccc2)c1C
37) O=C(Nc1c(-c2ccccc2)nc2ccccn12)c1cccs1
38) CCOC(=O)Cn1c(=NC(=O)C(C)(C)C)sc2cc([N+](=O)[O-])ccc21
39) Cc1ccc(-c2nc(SCC(=O)Nc3cc(C)on3)c3c(=O)n(C)c(=O)n(C)c3n2)cc1
40) CCOC(=O)CC(=O)CSc1nc(-c2ccccc2)cc(-c2ccccc2)c1C#N

Compound	31	32	33	34	35	36	37	38	39	40
CaV13 ICDI inh	-2.6	-6.9	-5.7	-20.2	-5.9	-15.2	-9.4	-3.7	-3.5	-6.4
H9c2 protect	3.0	1.0	3.7	-4.9	1.7	-2.0	-1.8	-2.6	-0.1	3.7
MC4R ag barr	2.5	1.5	-1.5	-2.3	-3.4	3.1	0.7	0.9	3.1	-1.9
PDI turbidity	-4.5	-19.5	-2.3	3.9	-1.0	6.1	-5.8	-3.6	-5.5	-4.2
Exocytosis inh	8.2	-4.2	-2.3	-1.7	2.5	5.4	-0.9	5.8	-0.1	-3.1
ABCB6 inh MLPCN	97.0	85.0	101.0	95.0	99.0	93.0	97.0	98.0	106.0	100.0
m5-HT2A agonist	0.1	-1.7	4.4	-1.5	1.4	1.3	-0.8	-3.5	-2.2	-0.6
ABHD5 PLIN5 PPI	8.4	-3.3	3.5	1.2	-1.7	-1.3	2.5	-1.0	2.5	6.5
MC4R antagonist	9.1	0.5	6.5	6.0	7.1	12.0	8.5	13.0	2.1	6.2
Glyco luc inh	0.3	1.0	-0.9	-1.3	-0.8	-2.1	2.1	-0.3	-9.3	-2.5

41) CCn1c(SCC(=O)Nc2cccc(OC)c2)nnc1-c1ccc(Cl)cc1
42) CCOC(=O)C1(Cc2cccc(Cl)c2)CCCN(C(=O)c2ccco2)C1 (centres undefined)
43) O=C(c1ccc(S(=O)(=O)Nc2ccc(F)cc2)cc1)N1CCN(C(=O)c2ccco2)CC1
44) COc1ccc(NC(=O)NNC(=O)c2cc3ccccc3cc2O)cc1
45) O=C(Nc1ccc2c(c1)OCCO2)c1ccc2ccccc2n1
46) Cc1ccc(NC(=O)c2cc(-c3cccc(O)c3)on2)cc1C
47) O=C(N/N=C/c1cccs1)c1ccccn1
48) COc1ccccc1C(=O)N(CCC1CCCN1C)c1nc2ccccc2s1 (centres undefined)

Compound	41	42	43	44	45	46	47	48
CaV13 ICDI inh	-7.6	-7.4	-3.1	-4.5	1.1	-6.2	-4.9	-2.9
H9c2 protect	-2.3	2.0	-25.0	-0.7	-12.6	-18.6	-9.1	-8.2
MC4R ag barr	-1.1	-1.4	-1.4	-2.1	0.3	9.6*	-2.5	-1.6
PDI turbidity	-10.4	0.5	8.5	1.1	-3.5	.	-4.2	0.3
Exocytosis inh	4.6	-1.9	-2.9	0.1	-0.1	-2.6	-0.3	7.7
ABCB6 inh MLPCN	95.0	105.0	91.0	103.0	100.0	95.0	93.0	96.0
m5-HT2A agonist	0.7	2.9	0.7	0.6	-2.9	-0.6	0.8	-7.2
ABHD5 PLIN5 PPI	2.9	-0.5	-4.5	0.4	2.3	1.1	1.1	10.2
MC4R antagonist	-4.0	11.1	7.1	10.2	5.2	4.8	-2.1	25.4
Glyco luc inh	-3.1	-0.2	-2.6	1.9	-13.5	-0.6	-5.8	-21.0

# Pulled one by one from the entries so far, 4 records:
42) CCOC(=O)C1(Cc2cccc(Cl)c2)CCCN(C(=O)c2ccco2)C1 (centres undefined)
41) CCn1c(SCC(=O)Nc2cccc(OC)c2)nnc1-c1ccc(Cl)cc1
43) O=C(c1ccc(S(=O)(=O)Nc2ccc(F)cc2)cc1)N1CCN(C(=O)c2ccco2)CC1
45) O=C(Nc1ccc2c(c1)OCCO2)c1ccc2ccccc2n1

Compound	42	41	43	45
CaV13 ICDI inh	-7.4	-7.6	-3.1	1.1
H9c2 protect	2.0	-2.3	-25.0	-12.6
MC4R ag barr	-1.4	-1.1	-1.4	0.3
PDI turbidity	0.5	-10.4	8.5	-3.5
Exocytosis inh	-1.9	4.6	-2.9	-0.1
ABCB6 inh MLPCN	105.0	95.0	91.0	100.0
m5-HT2A agonist	2.9	0.7	0.7	-2.9
ABHD5 PLIN5 PPI	-0.5	2.9	-4.5	2.3
MC4R antagonist	11.1	-4.0	7.1	5.2
Glyco luc inh	-0.2	-3.1	-2.6	-13.5
